C2C12 statin = protects C2C12 myotubes from simvastatin toxicity; 0.78% of 330,000 active; ATP luminescence, 48 h; scaled: DMSO 0, geranylgeraniol control 100; rescue of ATP level, % at 7.49 µM;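 active = mean ATP rescue above about 67%, or every replicate alone reaching that limit, limit read from the data, passing the limit was not always enough; inconclusive = no clear call, values can overlap the other calls; inactive = mean under the limit and some replicate under it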;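 also: myotubes were challenged with 10 µM simvastatin during compound exposure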
PglD DTNB = PglD (C. jejuni) enzyme inhibition. AID 602405. inhibition, % at 12.5 µM. purified PglD enzyme, DTNB colorimetric CoA detection. 0.098% of 360,000 active; in the data active = inhibition above about 16%, passing the limit was not always enough; inconclusive = no clear call, values can overlap the other calls; also: strong numbers were not always called active
S100A4 MyoIIA = inhibitors of human S100A4 binding to myosin IIA peptide. inhibition, % at 10.7 µM. S100A4/TAMRA-MyoIIA peptide fluorescence polarization. P26447. 0.14% of 360,000 active. AID 652163;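 active = mean inhibition of at least 70% across replicates, with every replicate also reaching that level; inconclusive = mean inhibition reaches 70% but some replicates fall short; inactive = mean inhibition below 70%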
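Material: S100A4 monomer protein | Medium: HEPES pH 7.2 with CaCl2, KCl, NaCl, DTT, Triton | Reagent: Labelled myosin peptide probe, 5 nM | Doses: One dose per compound | Times: 5 min incubation before reading | Benchmarks: Neutral control DMSO, positive control TFP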
DENV2 CPE = protects cells from dengue virus 2 cytopathic effect. DENV2-infected cells, cytopathic effect rescue, plate reader. CPE inhibition, % at 9.99 µM. 1.7% of 350,000 active. AID 651640; in the data active = CPE inhibition above about 20%, passing the limit was not always enough; inconclusive = no clear call, values can overlap the other calls; tested in BHK-21 cells;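 also: 0% = median of neutral control wells and 100% = median of positive control wells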
SIRT5 inh = blocks human SIRT5 desuccinylation of peptide; Purified SirT5, succinyl-peptide AMC, trypsin-coupled fluorescence; 1.1% of 330,000 active; inhibition, % at 15 µM; in the data active = inhibition above about 15%; inconclusive = no clear call, values can overlap the other calls
E-selectin induc = induces E-selectin expression in human endothelial cells; HUVEC E-selectin immunofluorescence imaging; normalized: neutral wells 0, TNF-alpha wells 100; P16581; activation, % at 7.58 µM; 0.37% of 260,000 active;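 active = mean E-selectin-positive cell signal at least 10% of the positive control, reached in at least 60% of replicates, without over 20% cell loss; inconclusive = no rule given, readout overlaps actives, possibly toxicity-flagged; inactive = the rest, including those meeting only one limit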;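 also: in these data hits start at about 27%; measured in HUVEC primary endothelial cells; signal is the percent of cells scored E-selectin positive by PE staining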
Target sequence (P16581 whole entry, looked up): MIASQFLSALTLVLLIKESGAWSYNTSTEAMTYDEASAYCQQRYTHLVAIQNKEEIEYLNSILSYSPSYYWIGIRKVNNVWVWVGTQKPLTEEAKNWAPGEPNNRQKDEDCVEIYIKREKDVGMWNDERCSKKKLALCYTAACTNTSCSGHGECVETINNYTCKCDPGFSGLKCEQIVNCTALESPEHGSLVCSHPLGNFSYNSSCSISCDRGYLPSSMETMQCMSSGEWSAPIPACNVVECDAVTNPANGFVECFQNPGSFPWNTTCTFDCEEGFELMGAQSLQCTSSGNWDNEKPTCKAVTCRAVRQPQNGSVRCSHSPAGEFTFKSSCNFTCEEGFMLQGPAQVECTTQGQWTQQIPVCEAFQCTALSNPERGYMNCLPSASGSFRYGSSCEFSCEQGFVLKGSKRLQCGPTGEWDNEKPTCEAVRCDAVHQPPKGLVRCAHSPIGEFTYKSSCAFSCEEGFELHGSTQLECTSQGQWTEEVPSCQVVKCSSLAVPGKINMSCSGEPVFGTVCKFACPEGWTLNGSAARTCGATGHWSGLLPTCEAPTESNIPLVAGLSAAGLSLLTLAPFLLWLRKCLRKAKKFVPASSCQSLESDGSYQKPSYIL
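Test system – human umbilical vein endothelial cells (HUVEC), E-selectin induction · Input – 3,000 HUVEC seeded per well · Buffer or medium – EGM-2, gelatin · Compound dosing – single-point compound dose · Detection – immunofluorescence imaging · Measure – percent E-selectin-positive cells · Controls – TNF-alpha high, DMSO low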
ERp5 block = blocks human ERp5 reductase activity on insulin; inhibition, % at 9.99 µM; AID 651711; 0.05% of 350,000 active; ERp5 insulin aggregation, absorbance 650 nm, 90 min; Q15084;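 active = mean replicate inhibition above about 25%, with every replicate also reaching it, limit read from the data, passing the limit was not always enough; inconclusive = only one of those two criteria met; inactive = neither criterion met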
Target sequence (Q15084 whole entry, looked up): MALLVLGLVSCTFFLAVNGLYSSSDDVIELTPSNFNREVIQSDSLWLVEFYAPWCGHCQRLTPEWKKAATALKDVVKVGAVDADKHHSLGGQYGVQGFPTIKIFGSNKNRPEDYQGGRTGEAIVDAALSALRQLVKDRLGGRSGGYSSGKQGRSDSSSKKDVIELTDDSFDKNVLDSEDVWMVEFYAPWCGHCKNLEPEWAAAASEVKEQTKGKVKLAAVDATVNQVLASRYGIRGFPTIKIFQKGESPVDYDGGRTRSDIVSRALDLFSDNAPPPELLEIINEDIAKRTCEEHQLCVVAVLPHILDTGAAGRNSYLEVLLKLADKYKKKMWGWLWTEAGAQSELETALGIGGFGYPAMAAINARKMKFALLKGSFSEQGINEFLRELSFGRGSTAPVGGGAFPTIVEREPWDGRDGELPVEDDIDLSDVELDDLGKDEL
Active calls of the source: *; ? = inconclusive; . = not tested or not shown; & = joins results of further samples. A portion of the library; count on the stated rates, not on these rows.

smiles	C2C12 statin	PglD DTNB	S100A4 MyoIIA	DENV2 CPE	SIRT5 inh	E-selectin induc	ERp5 block
CC=Cc1ccc2n(c1=O)C[C@H]1[C@H](CO)[C@@H](C(=O)O)[C@@H]2N1S(=O)(=O)c1ccccc1C (mixture of isomers)	-9	4	-6	0	-15	-0.5	-3
Cc1ccc(N=C(N(C)C)P(=O)(N(C)C)N(C)C)cc1	.	.	3	-3	0	.	15
O=C(Cc1cccnc1)N1CCCCN2[C@H](CO)[C@@H](c3ccc(C#CC4CCCC4)cc3)[C@H]2C1	-33	5	5	40*	-1	-0.3	-3
CCOc1ccc(N2C(=O)/C(=C/c3ccc(C)o3)C(=O)NC2=S)cc1	17	-2	-14	4	12	.	1
CCN1CCN(c2cn[nH]c(=O)c2Cl)CC1	.	.	6	0	.	.	-10
COC(=O)C1=C(c2cccc(OCc3ccccc3)c2)C[C@@H]2CC[C@H]1N2C(=O)NCc1cc(C)oc1C(F)(F)F	-17	-3	2	1	.	-0.1	3
CCOC(=O)Cc1csc(NC(=O)c2c(O)c3ccccc3n(CCC(C)C)c2=O)n1	.	.	14	5	-1	-0.2	-1
CSc1ccc(CN2CCN(c3ccccc3C)CC2)cc1	2	-5	-2	14	-12	.	0
Cc1oc(-c2ccccc2Cl)nc1CN1C(=O)CN=C(c2ccccc2)c2ccccc21	-39	4	0	-4	4	-1.3	-5
COC(=O)C1=C(c2ccc(F)cc2OCc2ccccc2)C[C@@H]2CC[C@H]1N2C(=O)NCc1ccc2c(c1)OCO2	-20	-1	1	0	.	0.7	3
CC[C@H]1CN(C)C[C@@]2(C(=O)OC)Cc3c([nH]c4ccccc34)C(=O)C[C@@H]12	1	0	5	-11	6	.	6
[N-]=[N+]=NCCN1CCC(O)CCC1=O (stereo not given)	-1	-4	34	.	-1	0.2	5
COC(=O)c1cccc(NC(=O)N2C[C@H]3C[C@@H](C2)c2cccc(=O)n2C3)c1	-3	-2	3	-6	0	.	3
CC(=O)NCC(=O)Nc1ccc(Br)cc1C(=O)c1ccccc1	.	.	-7	-2	2	0.1	-5
CCOc1cc2c(cc1OCC)-n1cccc1C(c1cc(OC)ccc1F)NC2 (stereo not given)	4	-4	-3	10	-2	0.5	5
c1ccc(CCNCc2cccs2)cc1	0	-25	-13	12	1	-0.1	4
O=c1c([N+](=O)[O-])cn(O)cc1[N+](=O)[O-]	.	.	2	2	5	-0.2	-3
Cc1ccc(-c2nc3ccccc3c(=O)n2-c2ccccn2)cc1	.	.	2	-8	-2	-0.7	-7
CCS(=O)(=O)NCc1nnc2n1-c1ccc(Cl)cc1C(c1ccccc1)=NC2	7	-157	.	.	.	-0.2	.
CCC(=NCCc1c[nH]c2ccccc12)c1c(O)n(-c2ccc(C)cc2)c(=O)[nH]c1=O	.	.	8	1	-4	.	1
COc1c(C)cc(C(=O)C2CCCN(Cc3ccccn3)C2)cc1C (stereo not given)	6	6	-16	.	-6	.	2
C[C@]12C[C@@H](O)[C@H](O)CC1=CCC1C2CC[C@]2(C)C(=O)CCC12 (stereo not given in full)	8	4	3	-1	-3	-0.4	-7
COCCNC(=O)Cn1cc(C(=O)c2ccccc2F)c2ccccc21	2	-5	-6	-2	2	.	0
C[C@H]1CNCCN1c1ccc(N2CC[C@@H](O)C2)c(C#N)c1	.	.	-7	0	3	-0.2	2
FC(F)(F)c1ccc(CNCCc2c[nH]c3ccccc23)cc1	-14	8	-2	-6	1	.	3
O=C(/C=C/c1ccc(Br)cc1)NC(=S)N1C[C@H]2C[C@H](C1)c1cccc(=O)n1C2	3	-2	-3	1	1	.	0
COc1ccc(NC2=NCC(C)S2)cc1 (stereo not given)	.	-6	-7	4	0	.	-1
Cc1[nH]c2ccccc2c1C(=O)CN1CC=C(c2ccccc2)CC1	0	-4	-6	-3	0	0.1	7
CCC(C)C12CN3CCN(CC(C)(C3)C1O)C2 (stereo not given)	.	.	-2	7	-1	0.2	-2
C=CCC1C(=O)NC(=S)NC1=O	1	.	-5	-2	-1	.	6

(listing goes on)
smiles	C2C12 statin	PglD DTNB	S100A4 MyoIIA	DENV2 CPE	SIRT5 inh	E-selectin induc	ERp5 block
CCOC(=O)Cn1cc(C=C2C(=O)N(C)C(=O)N(C)C2=O)c2ccccc21	17	2	-24	-6	-5	.	0
COc1nc(C)nc(NC(=O)NS(=O)(=O)c2ccccc2Cl)n1	2	-8	4	9	-11	0.1	-7
C#CC1(O)CCC2C3CCC4=CC(=O)CCC4=C3C=CC21C (stereo not given)	0	-3	3	4	1	-0.2	-6
O=C1C=C2C=C[C@@H]3CC2(O1)[C@H]1CCCCN31	0	-1	3	4	3	0.0	-4
CC1(C(=O)O)CCCC2(C)c3cc(O)ccc3CCC12 (stereo not given)	5	0	29	-5	-6	0.7	3
O=C1NC(=O)C2(Cc3cc([N+](=O)[O-])ccc3N3CCN(C(=O)c4ccccc4)CC32)C(=O)N1 (stereo not given)	-7	7	-2	-3	5	.	4
CN(C)c1ccc(CCN2CCOCC2)cc1	0	0	-3	?	-2	0.2	1
CCCC(CCC)C(=O)OC[N+](C)(C)CCOC(=O)C(O)(c1ccccc1)C1CCCC1 (stereo not given)	5	1	-4	-1	-1	.	0
CC1CCSP(=O)(Oc2ccccc2)O1 (stereo not given)	0	3	4	-4	-4	0.0	4
O=C1NC(=O)N(Cc2ccc(F)cc2)C(=O)/C1=C\C=C\c1ccco1	.	-2	-3	1	-1	-5.8	0
O=P(Nc1cccnc1)(Oc1ccccc1)Oc1ccccc1	.	.	-2	0	5	.	-3
c1ccc2c(c1)Sc1ccccc1N2CC1CN2CCC1CC2 (stereo not given)	-22	-3	10	11	-3	0.1	0
CC(=O)Nc1ccc(OC(=O)N(C)c2ccc(C)cc2)cc1	0	-2	-2	-1	.	.	1
CCC(c1nnnn1Cc1ccccc1)N1CCC2(CC1)C(=O)NCN2c1ccccc1 (stereo not given)	-3	5	1	?	-5	-1.6	0
O=P(O)(O)Oc1ccccc1P(=O)(c1ccccc1)c1ccccc1	2	2	0	1	-6	0.0	-4
CC(C)C/C(=N/O)c1cn(C)c2ccccc12	.	.	-1	-2	1	.	1
CCCOc1ccc(C(=O)NC(=S)N2C[C@H]3C[C@H](C2)c2cccc(=O)n2C3)cc1	3	10	1	-2	0	.	-5
CC(C)(C)n1nnnc1C(c1cccc2ccccc12)N1CCC2(CC1)C(=O)NCN2c1ccccc1 (stereo not given)	-6	-3	-2	-11	-4	1.0	-2
COC(=O)C1=C(c2ccc(S(C)(=O)=O)cc2)C[C@@H]2CC[C@H]1N2C(=O)NCCO	4	-3	.	.	.	0.2	.
CC=Cc1ccc2n(c1=O)C[C@@H]1[C@@H](CO)[C@H](C(=O)OC)[C@H]2N1S(=O)(=O)c1ccccc1C (mixture of isomers)	5	0	-13	-12	-4	0.1	2
CCC1(CC)C(=O)N(Cc2ccccc2)C(=O)N(Cc2ccccc2)C1=O	-6	2	1	.	.	.	2
COc1ccc(S(=O)(=O)NC(CC(=O)N2CCC3(CC2)OCCO3)C(C)C)cc1 (stereo not given)	.	.	-7	-5	0	.	-1
O=C1C2CCN(CC2)C1Cc1ccc(OCc2ccccc2)cc1 (stereo not given)	.	.	3	0	.	1.7	2
COC(=O)[C@H]1[C@H](CO)[C@H]2Cn3c(ccc(C4=CCCCC4)c3=O)[C@@H]1N2C(=O)CC1CC1	-5	-1	-6	-6	-20	0.1	7
CCc1ccc(CNCCc2ccccc2F)cc1	4	.	-4	9	-3	0.0	-6
CNP(=O)(Oc1ccccc1)OC12CC3CC(CC(C3)C1)C2 (stereo not given)	.	.	-15	-5	-5	23	-1
c1ccc(C2NCc3ccccc3-n3cccc32)cc1 (stereo not given)	.	2	4	9	-4	-0.5	2
COc1ccc(-c2ccc3c(c2)CN(c2cccc(Cl)c2)Cc2cnnn2-3)cc1	13	1	20	1	-2	-0.3	7
Cc1nc2ccccc2c(=O)n1-c1ccc(C(=O)O)cc1	-50	-1	-2	3	-2	1.7	-7
CC(C)c1oc(=O)cc2c1[C@@H](O)[C@H]1OC(=O)[C@@]3(C)CC[C@@H](O)[C@@]2(C)C13 (stereo not given in full)	53	5	-5	0	.	.	-4

The list continues.
smiles	C2C12 statin	PglD DTNB	S100A4 MyoIIA	DENV2 CPE	SIRT5 inh	E-selectin induc	ERp5 block
CSc1ccc(C(=O)C2CCCN(Cc3cnc(SC)nc3)C2)cc1 (stereo not given)	8	1	-4	.	1	.	5
O=C1NCCCCC1(Cl)Cl	0	.	-1	18	2	-0.2	3
O=C1NC(=O)N(c2ccccc2F)C(=O)/C1=C/c1ccc(Sc2nc3ccccc3[nH]2)o1	.	-4	171*	-9	23*	.	-5
CCCCCCCCCCCCCCCC[N+](C)(C)C	-105	-5	6	?	4	-2.4	6
CCOC(=O)[C@]12Cc3ccccc3[C@H]1N(Cc1ccccc1)C(=O)c1cc(OC)ccc12	.	.	0	-9	-2	0.1	-6
CCCC(=O)c1cc(CP(=O)(OCC)OCC)oc1C	8	3	-7	-5	1	.	2
CCCC1(CC(C)CC)C(=O)NC(=O)NC1=O (stereo not given)	.	.	1	3	.	0.3	-5
COc1ccccc1NC1(C#N)CCCCC1	.	.	-5	-1	2	.	-3
C[C@@H]1CN([C@@H](C)CO)C(=O)CCCn2cc(nn2)CO[C@H]1CN(C)C(=O)Oc1ccc2ccccc2c1	3&6	5&6	-16&-3	-3&1	4&1	0.1	-17&-1
CCOc1ccc(-c2cc(C)[n+](CCc3ccc(OC)c(OC)c3)c(-c3ccc(OCC)cc3)c2)cc1	-83	-3	-5	7	3	0.0	-3
COc1ccc2c3c1OC1[C@H](O)CCC4[C@@H](C2)N(C)CC[C@]314 (stereo not given in full)	1	-6	7	-10	.	.	-2
CCOC(=O)c1cccc(NC(=O)c2c(O)[nH]c(=O)[nH]c2=O)c1	-2	1	.	.	.	1.3	.
c1ccc(CN2Cc3ccccc3-n3nncc3C2)cc1	4	.	3	-2	-3	-1.7	5
CC[C@H]1CN(C)CCc2c([nH]c3ccccc23)C(=O)C[C@@H]1/C(=C\OC)C(=O)OC	11	-3	-12	-13	.	.	1
Cc1ccc(-c2cc(-c3ccc(C)cc3)[n+](C)o2)cc1	-265	1	.	.	.	0.0	.
O=c1[nH]c(=O)n(Cc2ccc(F)cc2)c(O)c1/C=N/Nc1ccccc1	.	.	-3	34*	-2	7.7	1
O=C1OC(c2ccc(Cl)cc2)=N/C1=C\N1CC2CC(C1)c1cccc(=O)n1C2 (stereo not given)	-5	.	0	-4	5	-0.4	0
Cc1ccc2c(c1)C1CN(C)CCC1N2C(=S)Nc1cccnc1 (stereo not given)	.	.	-7	3	4	1.9	4
O=Cc1cn(Cc2ccc(F)cc2)c2ccccc12	.	-2	-2	-9	-2	1.1	3
O=c1[nH]c(=O)n(-c2cccc(F)c2)c(O)c1/C=C1\C=Nc2ccccc21	10	3	48	-3	-1	0.1	2
COC(=O)C1=Nc2ccccc2/C1=C\c1c(O)n(-c2cc(OC)ccc2OC)c(=O)[nH]c1=O	.	.	-5	0	-3	-1.2	15
CCn1ccnc1CN1CCCC(C(=O)c2cc(Cl)ccc2OC)C1 (stereo not given)	.	.	-4	6	0	.	5
COc1ccc(CC2c3cc(OC)c(OC)cc3CCN2C)cc1OC (stereo not given)	6	3	-12	-8	.	.	2

Compound activity from PubChem BioAssay.
